Screens as filed in PubChem.
Mcl1 Bid PPI: disrupts binding of human Mcl-1 to Bid peptide | Q07820 | TR-FRET Mcl-1/Bid-Dy647 peptide binding, 1536-well | inhibition, % at 21.7 µM | actives 0.97% (n = 220,000) | AID 1021;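 active = compounds that cut the binding signal by more than half at the single screening dose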;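 also: His-tagged Mcl-1 with europium anti-His antibody binding Bid BH3 peptide; 0% = Mcl-1 plus peptide wells and 100% = peptide-only wells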
RGS4-Gao reg: human RGS4-Galphao interaction regulation | Multiplexed bead flow cytometry, RGS4-Galphao binding; actives lie on both sides | binding response (% of control), % at 10 µM | actives 0.33% (n = 220,000) | AID 1415; in the data active = binding response below about 49% or above about 150%; inactive = in between;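 also: fluorescent Galphao activated with aluminum fluoride binding bead-coupled RGS4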
Target sequence (P09471 whole entry, looked up): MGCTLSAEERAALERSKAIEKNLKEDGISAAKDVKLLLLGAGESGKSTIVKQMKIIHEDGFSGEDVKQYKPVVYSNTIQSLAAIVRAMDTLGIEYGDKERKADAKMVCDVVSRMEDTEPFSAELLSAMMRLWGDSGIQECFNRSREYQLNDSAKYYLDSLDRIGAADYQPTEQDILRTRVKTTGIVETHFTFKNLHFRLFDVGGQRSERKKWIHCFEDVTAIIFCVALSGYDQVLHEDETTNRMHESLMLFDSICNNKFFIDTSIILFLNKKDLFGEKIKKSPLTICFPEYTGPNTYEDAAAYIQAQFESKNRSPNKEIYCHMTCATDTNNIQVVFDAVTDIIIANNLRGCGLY
Avidin fluor: avidin bead compound fluorescence profile; actives 0.38% (n = 220,000); AID 1775; fluorescence (KMESF) at 10 µM; Avidin beads, compound fluorescence 488/530 nm, flow cytometry; hits give high values; in the data active = fluorescence above about 47; also: inactives centre near 10
Mcl1 Noxa PPI: disrupts binding of human Mcl-1 to Noxa peptide | Q07820 | actives 1.5% (n = 220,000) | TR-FRET Mcl-1/Noxa peptide binding, 2 h | inhibition, % at 21.7 µM;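 active = compounds that cut the protein-peptide binding signal by more than 50% relative to plate controls in a single-dose test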;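 also: His-tagged Mcl-1 with rhodamine Noxa BH3 peptide and terbium anti-His antibody; 0% = Mcl-1 plus Noxa peptide wells and 100% = peptide-only wells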
ABCG2 inh: inhibitors of human ABCG2 transporter, ABCB1 counter-screen; IgMXP3 cells, JC-1 efflux, flow cytometry; inhibition, % at 6.6 µM; actives 0.1% (n = 190,000); AID 1325;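 active = inhibition above 80%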;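 also: 0% = DMSO and 100% = nicardipine control wells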
Target sequence (Q9UNQ0 whole entry, looked up): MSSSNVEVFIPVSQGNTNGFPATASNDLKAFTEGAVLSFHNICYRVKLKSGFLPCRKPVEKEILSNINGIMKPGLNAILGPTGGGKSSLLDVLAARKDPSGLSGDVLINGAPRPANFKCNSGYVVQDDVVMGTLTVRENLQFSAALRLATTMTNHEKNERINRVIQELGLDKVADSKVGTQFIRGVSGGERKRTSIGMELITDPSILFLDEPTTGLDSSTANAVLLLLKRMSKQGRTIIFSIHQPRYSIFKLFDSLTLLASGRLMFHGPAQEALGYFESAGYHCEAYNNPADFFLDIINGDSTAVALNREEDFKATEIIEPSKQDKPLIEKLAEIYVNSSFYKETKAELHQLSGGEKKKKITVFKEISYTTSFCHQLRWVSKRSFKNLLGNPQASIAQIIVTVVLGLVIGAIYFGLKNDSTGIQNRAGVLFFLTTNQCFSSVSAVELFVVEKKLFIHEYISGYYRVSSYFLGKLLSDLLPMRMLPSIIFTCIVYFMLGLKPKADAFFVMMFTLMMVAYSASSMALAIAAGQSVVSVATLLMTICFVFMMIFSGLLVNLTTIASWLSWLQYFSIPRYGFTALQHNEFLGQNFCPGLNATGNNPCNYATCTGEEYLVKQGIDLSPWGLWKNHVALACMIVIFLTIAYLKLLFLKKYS
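Test system: IgMXP3 cells (ABCG2) mixed with DDAO far-red-labelled CCRF-Adr cells (ABCB1). Reagent: JC-1 transporter substrate. Compound dosing: single test compound dose, 6.6 µM final. Times: 10 min compound exposure, 25 °C. Detection: flow cytometry of retained JC-1 fluorescence. Read-out basis: efflux inhibition in percent versus controls. Controls: nicardipine and DMSO wells.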
RGS8-Gao reg: human RGS8-Galphao interaction regulation; P09471; multiplexed bead flow cytometry, RGS8-Galphao binding; actives lie on both sides; response (percent of control binding), % at 10 µM; actives 0.34% (n = 220,000); AID 1423; in the data active = response below about 60% or above about 140%; inactive = in between;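 also: Galphao activated as the GDP aluminium fluoride complex binding bead-coupled RGS8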
RGS7-Gao: human RGS7-Galphao interaction regulation. P09471. Multiplexed bead flow cytometry, RGS7-Galphao binding; actives lie on both sides. binding response (% of control), % at 10 µM. actives 0.35% (n = 220,000). AID 1439; in the data active = binding response below about 49% or above about 150%; inconclusive = no clear call, values can overlap the other calls; inactive = in between;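 also: fluorescent Galphao held in activated GDP-AlF4 state binding bead-coupled RGS7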
Pf gamet viab: inhibitors of late stage P. falciparum gametocyte viability. P. falciparum stage V gametocytes, ATP luminescence, 24 h. AID 743093. actives 0.065% (n = 150,000). inhibition, % at 10.9 µM;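 active = inhibition above the mean plus 3 SD of compounds within the control limits, set per campaign, cut at about 38% in these data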;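 also: 0% = DMSO wells and 100% = medium only without gametocytes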
GSH bead fluor: compound fluoresces at 488/530 nm on GSH beads; GSH beads flow cytometry, compound fluorescence 488/530 nm; hits give high values; fluorescence (KMESF) at 10 µM; actives 0.25% (n = 190,000); in the data active = fluorescence above about 89;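 also: glutathione beads carrying GST-tagged Bcl family fusion proteins plus one bare bead set; values are compound well signal with DMSO vehicle wells as background; inactives centre near 16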
ABCB1 block: blocks JC-1 efflux by human ABCB1 transporter. actives 0.067% (n = 190,000). inhibition, % at 6.6 µM. P08183. CCRF-Adr cells, flow cytometry; in the data active = inhibition above about 40%;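 also: 0% = vehicle and 100% = reference inhibitor; higher value means more JC-1 retained so stronger ABCB1 efflux block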
Bim-Mcl-1: disrupts Bim peptide binding to human Mcl-1. Q07820. Bead-based flow cytometry, Bim peptide-Mcl-1 binding. inhibition, % at 10 µM. actives 0.1% (n = 190,000). AID 1009; in the data active = inhibition above about 40%;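 also: 0% = no compound tracer wells and 100% = peptide blocker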
Starred values were filed as active, the others as inactive; ? = inconclusive; . = not tested or not shown.

Every second line gives: Bim-Mcl-1, RGS4-Gao reg, Avidin fluor, RGS7-Gao, RGS8-Gao reg, GSH bead fluor, ABCB1 block, ABCG2 inh, Mcl1 Noxa PPI, Mcl1 Bid PPI, Pf gamet viab
[1] CCn1c(CC(=O)Nc2cccc(OC)c2)nnc1SCC(=O)N1CCN(c2ccccc2)CC1
→ 2, 100, 7, 97, 97, 21, 0.7, 1, -7, -21, .
[2] CCOc1ccccc1N(CC(=O)Nc1ccccc1C(=O)O)S(C)(=O)=O
→ 0, 95, 36, 96, 99, 17, 0.3, 1, -5, 11, .
[3] CC(C)n1c(O)c(N=Nc2ccc(Cl)c(C(=O)O)c2)c2ccccc21
→ ., 103, 28, ?, 104, ., ., ., 11, -2, 11
[4] Cc1cccc(NC(=O)C2(c3ccc([N+](=O)[O-])cc3)CCCC2)c1
→ 0, 101, 12, 104, 97, 8, 0.2, 0, -13, -18, .
[5] O=C(COC(=O)c1ccccc1Cl)NCCC1=CCCCC1
→ 1, 101, 11, 100, 99, 12, -0.5, 0, 8, -4, 22
[6] COc1cccc(-c2nc(-c3ccc(NC(=O)c4cccs4)cc3)no2)c1
→ 0, 100, 10, 99, 98, 17, 0.2, 1, -25, -18, .
[7] Cc1ccc2c3c([nH]c2c1)C(=O)CC(C)(C)S3
→ -3, 104, 13, 106, 103, 13, 0.1, 0, 8, -50, -11
[8] c1ccc(Oc2ccc(-n3cnnn3)cc2)cc1
→ 0, 97, 9, 97, 99, 9, 0.6, 4, 11, -12, .
[9] CCOc1cc(/C=N/n2cnnc2)ccc1OS(=O)(=O)c1ccccc1
→ 2, 97, 11, ?, 100, 10, 0.1, 3, 23, -14, -15
[10] CC(C)c1nc2n[nH]c(N)c2c2c1CCC2
→ -3, 100, 14, 98, 99, 20, 0.5, 2, 6, -42, 7
[11] O=C(Nc1ccccc1)C1CCN(C(=O)c2ccc([N+](=O)[O-])cc2)CC1
→ 3, 102, 5, 99, 101, 18, 0.3, 2, 0, -15, 4
[12] COc1ccc(C2CC(=O)Oc3c(C(CCN4CCN(c5ccccc5)CC4)c4ccc(N(C)C)cc4)c(OC)cc(OC)c32)cc1 (stereo not given)
→ ., 101, 8, ?, 100, ., ., ., 0, -154, .
[13] Clc1ccccc1/C=C/C=N/Nc1nc(N2CCOCC2)nc(N2CCOCC2)n1
→ 0, 100, 3, 95, 100, 11, 0.6, 0, -4, -26, 1
[14] COC(=O)/C(=C\c1ccc2c(c1)c1ccccc1n2C)NC(=O)c1ccccc1
→ -10, 96, 12, 95, 103, 15, 0.0, -1, 11, -9, .
[15] COc1cc2c(N3CCOCC3)cc(O)c(CC(=O)Nc3ccccc3)c2cc1OC
→ 3, 96, 12, 93, 99, 12, 0.3, 1, 3, -35, .
[16] CCOc1ccc(NC(=O)c2oc3ccccc3c2NC(=O)CC)cc1
→ 0, 93, 20, 94, 99, 21, -1.9, 3, -11, 78*, .
[17] CC(C(N)=O)N1C(=O)C2C3C=CC(C3)C2C1=O (stereo not given)
→ 0, 107, 3, 106, 90, 42, 0.4, 4, 17, -14, -2
[18] COc1cc(CCN2C(=O)c3cccc4cccc(c34)C2=O)c(S(=O)(=O)NCCO)cc1OC
→ -4, 103, 11, 99, 99, 11, 0.6, 5, 23, -16, .
[19] CCOC(=O)Cn1c(=O)oc2cc(S(=O)(=O)N3CCc4ccccc43)ccc21
→ -4, 97, 5, 96, 101, 20, 1.6, 4, -8, -11, .
[20] Cc1ccc2cc(CN(Cc3ccco3)S(=O)(=O)c3c(C)ccc4nsnc34)c(=O)[nH]c2c1
→ -3, 104, 8, 101, 100, 21, 1.3, 1, -7, 2, 3
[21] COC(=O)CSc1nnc(-c2cccs2)n1-c1ccc(Cl)cc1
→ 0, 98, 7, 97, 105, 31, -2.5, -1, -18, -9, .
[22] CC1(C)Cc2c(C#N)c(N3CCN(C(=O)c4ccccc4Cl)CC3)nc(-c3ccco3)c2CS1
→ 0, 96, 27, 84, 82, 14, -0.1, 0, 46, -21, 4
[23] C/C(=N\NC(=O)c1ccc(C)cc1C)c1ccc2c(c1)OCO2
→ -1, 97, 9, 99, 115, 13, 0.0, 0, 9, -11, 0
[24] Cc1cc(C)nc(SCc2nnc(SCC(=O)N3CCOCC3)o2)n1
→ 0, 100, 11, 97, 100, 31, 0.2, 1, -3, -15, .
[25] CCCCNC(=O)CSc1nc2ccccc2c(=O)n1CC1COc2ccccc2O1 (stereo not given)
→ 0, 103, 44, 107, 102, 12, 1.6, 7, -7, 3, -4
[26] CCc1ccc(CCC(=O)Nc2ccc(C(C)=O)cc2)o1
→ -3, ., ., ., ., 18, 0.4, 3, 2, -18, .
[27] Nc1nc2c([N+](=O)[O-])cccc2s1
→ 0, 101, 11, 99, 99, 18, -0.1, 1, 8, -10, -9
[28] Cc1ccc(C(=O)NCc2ccc3c(c2)OCO3)cc1S(=O)(=O)N1CCCCC1
→ -2, 100, 8, 99, 101, 24, 2.1, 7, 24, -21, .
[29] COc1ccc(-n2ncc3c(NCc4cccs4)ncnc32)cc1
→ -1, 101, 7, 101, 104, 12, 0.6, 14, 21, 16, -26
[30] O=C(Nc1ccc(Cl)c([N+](=O)[O-])c1)Nc1nc2ccccc2s1
→ ., 100, 7, ?, 98, ., ., ., 16, -37, .
[31] CC(/C=N/NC(=O)c1ccc(Br)cc1)=C\c1ccccc1
→ 1, 101, 10, 100, 101, 23, 0.9, 5, 5, -9, .
[32] Cc1ccc(CSCCC(=O)NCCC2=CCCCC2)cc1
→ -5, 101, 17, 101, 104, 17, 0.4, 8, 0, -14, 17
[33] COc1ccc(C(=O)Nc2ccc(N3CCOCC3)cc2)cc1S(=O)(=O)NC1CCCC1
→ -4, 112, 9, 114, 107, 11, 1.7, 19, 18, -53, -17
[34] COc1ccc(OCc2ccc(C(=O)N3CCOCC3)cc2)cc1
→ -6, 106, 24, 104, 104, 13, 0.2, -1, -6, -17, 2
[35] CC(=O)OCC1=C(C(=O)O)N2C(=O)C(NC(=O)C(C)Cn3nc(C)c(Cl)c3C)C2SC1 (stereo not given)
→ -3, 98, 11, 93, 96, 8, 0.8, 5, 34, -41, -32
[36] CC(=O)Nc1cccc(NC(=O)C(F)(F)F)c1
→ -3, 100, 10, ?, 102, 17, -0.2, 13, 4, -16, .
[37] COc1ccc(C(=O)OCC(=O)Nc2nc3c(F)c(F)c(F)cc3s2)cc1OC
→ 0, 101, 11, ?, 102, 17, -0.1, 4, 10, -9, .
[38] COC(=O)C1=C(CN2CCCc3ccccc32)NC(=O)NC1c1ccc(F)cc1 (stereo not given)
→ -2, 104, 18, 108, 103, 23, 2.0, 10, 16, -95, .
[39] CC(C)(C)C1CCc2c(sc(NC(=O)CSc3ncn[nH]3)c2C#N)C1 (stereo not given)
→ -9, 99, 7, 103, 101, 64, -1.3, -1, -8, -35, .
[40] CCn1c(C)nc2cc(C(=O)N/N=C/c3ccc(O)c(O)c3O)ccc21
→ 11, 90, 3, 71, 77, 6, -1.1, -2, 95*, 42, 12
[41] CCN(CC)S(=O)(=O)c1cccc(-c2n[nH]c(=S)n2CC(C)C)c1
→ -4, 101, 6, 102, 103, 13, -0.2, 6, -1, -8, -17
[42] CCOC(=O)C1=C(N)N2C(=O)C(C)SC2=C(C(=O)OCC)C1c1ccccc1 (stereo not given)
→ -4, 99, 28, 100, 101, 28, 2.9, 6, -26, -21, -3
[43] Cc1cc(N2CCCCC2)nc(N2CCCCC2)n1
→ 0, 99, 10, 100, 101, 14, -0.3, 2, -4, -17, -14
[44] COc1cc(/C(C)=N\NC(=O)CSc2nc3ccccc3n2C)ccc1O
→ ., 105, 8, ?, 102, ., ., ., -84, -40, 25
[45] COc1ccccc1N1CCN(C2CCN(C(=O)c3ccc(F)cc3)CC2)CC1
→ -6, 103, 5, 99, 103, 19, 0.1, 0, -7, -8, 17
[46] CCOC(=O)c1c(C)[nH]c(N=Nc2cccc(OC)c2)c1C
→ 0, 98, 17, ?, 103, 14, 4.2, 12, 20, -16, 17
[47] Cc1cc(C)c[n+](-c2[nH]c(=O)sc2/C=N/N=C(\N)[S-])c1
→ -2, 91, 20, ?, 92, 11, 0.2, 1, 24, -28, -6
[48] N#CC(C#N)=c1ccc2c(c1)NC1(CCCCC1)N=2
→ 2, 103, 13, 104, 107, 11, -8.0, -2, 17, -76, 32
[49] Cn1cc(Cl)c(C(=O)Nc2nc3ccccc3s2)n1
→ -2, 101, 7, 96, 101, 16, 0.2, 3, -14, -29, .
[50] CCOc1ccccc1NC(=O)CSc1nnc(Cc2cccn2C)n1-c1ccc(F)cc1
→ 0, 105, 9, 104, 105, 22, 1.7, 4, 3, -33, .

Continuation:
Every second line gives: Bim-Mcl-1, RGS4-Gao reg, Avidin fluor, RGS7-Gao, RGS8-Gao reg, GSH bead fluor, ABCB1 block, ABCG2 inh, Mcl1 Noxa PPI, Mcl1 Bid PPI, Pf gamet viab
[51] COCCNC(=O)COC(=O)CSCc1nc2ccccc2s1
→ -1, 100, 6, 100, 99, 17, 0.2, 2, 22, 6, -17
[52] CN(C)S(=O)(=O)c1ccc(NC(=O)COC(=O)CC2CC3CCC2C3)cc1 (stereo not given)
→ -1, 103, 11, ?, 102, 12, 0.4, 4, 17, -21, .
[53] CCN(CC)C(=O)Oc1ccc2c(=O)c(-c3ccc(OC)cc3)coc2c1
→ -3, 98, 14, 100, 101, 25, 0.7, 6, -1, 0, 15
[54] CCCCNC(=O)c1cc(-c2ccc(OC)c(OC)c2)on1
→ 0, 103, 5, 99, 102, 25, 0.2, 1, -4, -5, .
[55] CCCc1cc(=O)oc2c(C)c(OCc3nn[nH]n3)ccc12
→ ., 102, 3, ?, 100, ., ., ., 14, 2, -9
[56] NC(=O)c1c(NC(=O)CN2C(=O)NC(Cc3ccccc3)C2=O)sc2c1CCC2 (stereo not given)
→ ., 94, 7, ?, 97, ., ., ., 34, -12, -1
